Source: PubChem BioAssay
Rac1 mut GTP = human Rac1 activated mutant GTP binding change. P63000. GST-Rac1 activated beads, fluorescent GTP binding, flow cytometry; actives lie on both sides; 100% means binding = to untreated wells. percent activity (GTP binding), % at 10 µM. 190,000 tested, 0.11% active. AID 764;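 active = GTP binding at least 20 percentage points away from the 100% baseline, in either direction, so actives lie on both sides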
Mcl1-Bid inh = disrupts binding of human Mcl-1 to Bid peptide | Q07820 | 220,000 tested, 0.97% active | inhibition, % at 21.7 µM | TR-FRET Mcl-1/Bid-Dy647 peptide binding, 1536-well;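 active = compounds that cut the binding signal by more than half at the single screening dose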;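 note: His-tagged Mcl-1 with europium anti-His antibody binding Bid BH3 peptide; 0% = Mcl-1 plus peptide wells and 100% = peptide-only wells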
Target sequence (Q07820 whole entry, looked up): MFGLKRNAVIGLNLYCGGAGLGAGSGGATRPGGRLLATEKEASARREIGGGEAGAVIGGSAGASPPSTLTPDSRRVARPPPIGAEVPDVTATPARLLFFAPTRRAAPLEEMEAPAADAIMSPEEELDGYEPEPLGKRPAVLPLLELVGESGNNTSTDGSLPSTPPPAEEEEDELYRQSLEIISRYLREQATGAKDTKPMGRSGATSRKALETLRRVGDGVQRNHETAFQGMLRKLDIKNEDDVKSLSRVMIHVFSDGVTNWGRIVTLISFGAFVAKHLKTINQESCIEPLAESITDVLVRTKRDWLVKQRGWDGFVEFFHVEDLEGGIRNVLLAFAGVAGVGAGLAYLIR
HRas wt GTP bind = changes GTP binding to wildtype human HRas; GST-Ras wt beads, Bodipy-FL-GTP binding, flow cytometry; actives lie on both sides; GTP binding activity, % at 10 µM; AID 759; 190,000 tested, 0.14% active; P01112;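 active = GTP binding activity at least 20% away from the 100% baseline, either lowered as inhibitor or raised as activator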;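 note: 0% = unlabeled GTP competition control and 100% = no-compound control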
Target sequence (P01112 whole entry, looked up): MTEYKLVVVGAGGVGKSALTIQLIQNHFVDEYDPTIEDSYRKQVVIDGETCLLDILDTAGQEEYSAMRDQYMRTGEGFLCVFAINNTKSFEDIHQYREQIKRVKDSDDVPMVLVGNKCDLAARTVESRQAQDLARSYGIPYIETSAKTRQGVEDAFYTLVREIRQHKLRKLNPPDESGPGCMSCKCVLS
Cdc42 wt GTP = modulators (inhibitors or activators) of GTP binding to human Cdc42 wildtype. P60953. GST-Cdc42 beads, Bodipy-GTP binding, flow cytometry; actives lie on both sides. percent activity (GTP binding), % at 10 µM. 190,000 tested, 0.2% active. AID 761;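 active = percent activity GTP binding at least 20 points away from the 100% baseline, either down as inhibitor or up as activator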;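 note: median bead fluorescence of bound Bodipy-FL-GTP at 100 nM; 0% = excess unlabeled GTP control and 100% = no compound control; below 100% means less GTP binding so inhibitor and above means activator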
Target sequence (P60953 whole entry, looked up): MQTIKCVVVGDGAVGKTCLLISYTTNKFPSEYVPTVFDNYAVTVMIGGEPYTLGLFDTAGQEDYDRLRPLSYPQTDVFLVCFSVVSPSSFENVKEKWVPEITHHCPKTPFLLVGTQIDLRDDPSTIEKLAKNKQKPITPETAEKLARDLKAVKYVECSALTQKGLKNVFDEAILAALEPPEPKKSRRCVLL
Rab7 wt modul = modulators of GTP binding to dog Rab7 wildtype GTPase; GST-Rab7 beads, fluorescent GTP binding, flow cytometry; actives lie on both sides; untreated = 100%, excess cold GTP = 0%; GTP binding activity (percent of control), % at 10 µM; 190,000 tested, 0.055% active;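 active = fluorescent GTP binding to Rab7 beads changed by at least 20 points from the 100% baseline, either direction, mostly lower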;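 note: median green fluorescence of bound Bodipy-FL-GTP per Rab7 bead population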
Avidin bead fluor = avidin bead compound fluorescence profile; Avidin beads, compound fluorescence 488/530 nm, flow cytometry; stronger effect = higher value; fluorescence (KMESF) at 10 µM; 220,000 tested, 0.38% active; in the data active = fluorescence above about 47; note: inactives centre near 10
Rac1 wt modul = human Rac1 wildtype GTP binding, inhibitors and activators. GST-Rac1 beads, fluorescent GTP binding, flow cytometry; actives lie on both sides; 0 = cold GTP competed, 100 = untreated. 190,000 tested, 0.27% active. AID 757. GTP binding activity (% of control), % at 10 µM;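 active = GTP binding activity at least 20 points away from the 100% control level, either lower or higher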
Pf gametocyte = kills late stage P. falciparum gametocytes; 150,000 tested, 0.065% active; P. falciparum stage V gametocytes, ATP luminescence, 24 h; AID 743093; inhibition, % at 10.9 µM;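 active = inhibition above the mean plus 3 SD of compounds within the control limits, set per campaign, cut at about 38% in these data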;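 note: 0% = DMSO wells and 100% = medium only without gametocytes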
Mcl1-Noxa inh = disrupts binding of human Mcl-1 to Noxa peptide | Q07820 | 220,000 tested, 1.5% active | inhibition, % at 21.7 µM | TR-FRET Mcl-1/Noxa peptide binding, 2 h;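 active = compounds that cut the protein-peptide binding signal by more than 50% relative to plate controls in a single-dose test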;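 note: His-tagged Mcl-1 with rhodamine Noxa BH3 peptide and terbium anti-His antibody; 0% = Mcl-1 plus Noxa peptide wells and 100% = peptide-only wells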
Rab2A wt mod = changes GTP binding to wildtype dog Rab2A, up or down; P61105; GST-Rab2 wt beads, Bodipy-GTP binding, flow cytometry; GTP binding activity, % at 10 µM; 190,000 tested, 0.19% active;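 active = GTP binding activity at least 20 points away from 100%, either lowered or raised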;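 note: 0% = beads with excess unlabeled GTP and 100% = no-compound control corrected for plate trend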
GSH fluor = compound fluoresces at 488/530 nm on GSH beads | GSH beads flow cytometry, compound fluorescence 488/530 nm; stronger effect = higher value | fluorescence (KMESF) at 10 µM | 190,000 tested, 0.25% active | AID 1776; in the data active = fluorescence above about 89;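 note: glutathione beads carrying GST-tagged Bcl family fusion proteins plus one bare bead set; values are compound well signal with DMSO vehicle wells as background; inactives centre near 16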
The depositor's hits bear a star; . = no result given; [ ] = remark or other dose.

SMILES | Rac1 mut GTP | Mcl1-Bid inh | HRas wt GTP bind | Cdc42 wt GTP | Rab7 wt modul | Avidin bead fluor | Rac1 wt modul | Pf gametocyte | Mcl1-Noxa inh | Rab2A wt mod | GSH fluor
CCC(C)(C)NC(=O)C(c1ccco1)N(C(=O)c1csnn1)c1cccc(F)c1 (stereo not given) | 99 | -13 | 100 | 102 | 98 | 9 | 103 | -4 | -6 | 99 | 29
CCCc1ccc(OC(=O)c2ccc(O)cc2Cl)cc1 | 93 | 13 | 92 | 91 | 93 | 16 | 91 | -14 | 9 | 94 | 8
N#Cc1cccc(NC(=O)NCCc2c[nH]c3ccccc23)c1 | 99 | -21 | 100 | 103 | 96 | 6 | 102 | . | 6 | 98 | 14
CCOc1ncccc1C(=O)OCC(=O)NCc1ccc2c(c1)OCO2 | 94 | -6 | 90 | 95 | 88 | 11 | 89 | 1 | 3 | 93 | 16
COc1ccc(-n2c(Cc3cccn3C)nnc2SCC(=O)Nc2cccc(F)c2)cc1 | 103 | -28 | 102 | 101 | 99 | 6 | 105 | . | 2 | 102 | 23
CN(C)c1ccc(C(=S)N2CCOCC2)cc1 | 97 | -122 | 98 | 99 | 95 | 8 | 97 | -3 | 28 | 98 | 58
C=CCN(CC=C)Cc1c(C)[nH]c2c(C)c(C)ccc2c1=O | 94 | 26 | 99 | 98 | 103 | 11 | 97 | 23 | 12 | 101 | 14
CC(=O)Nc1ccc(OC(F)(F)Cl)cc1 | 98 | -4 | 103 | 104 | 107 | 12 | 103 | -15 | 2 | 106 | 11
CC(NC(=O)c1cccc(S(=O)(=O)N(C)C)c1)c1nc2ccccc2[nH]1 (stereo not given) | 97 | -20 | 98 | 98 | 100 | 11 | 104 | 21 | 10 | 97 | 11
O=C(Nc1cnn(Cc2ccc(F)cc2)c1)C(c1ccccc1)c1ccccc1 | 99 | 0 | 98 | 96 | 97 | 11 | 101 | -2 | 7 | 96 | 9
Cc1ccc(S(=O)(=O)N2CCCC2C(=O)n2nc(C)cc2C)cc1 (stereo not given) | 96 | -4 | 101 | 102 | 101 | 13 | 105 | 4 | 8 | 102 | 31
O=C(O)c1cccnc1SCc1cccc(Cl)c1 | 127*[activator] | 0 | 125*[activator] | 131*[activator] | 124*[activator] | 10 | 129*[activator] | 22 | -7 | 132*[activator] | 19
CN(Cc1nc(-c2ccc(C(F)(F)F)cc2)no1)C1CCOCC1 | 99 | -25 | 97 | 101 | 100 | 10 | 103 | -2 | 13 | 97 | 28
CCn1c(SCC(=O)OC)nnc1-c1ccccc1 | 93 | -13 | 93 | 95 | 94 | 11 | 95 | 3 | 12 | 93 | 11
COc1ccc(Cl)cc1C(=O)NCCc1ccc(S(=O)(=O)NC(=O)NC2CCCCC2)cc1 | 93 | 2 | 97 | 99 | 95 | 6 | 98 | . | -15 | 96 | 20
O=C(/C=C/c1ccco1)N1CCN(c2ccccc2)CC1 | 104 | 1 | 102 | 101 | 97 | 15 | 105 | -6 | 35 | 101 | 12
O=C(Cn1nc(C(=O)O)c2ccccc2c1=O)NCc1ccco1 | 97 | -32 | 96 | 92 | 99 | 9 | 94 | 9 | 12 | 96 | 25
COc1ccc(NC(=S)Nc2ccc(S(=O)(=O)N3CCOCC3)cc2)c(OC)c1 | 95 | -67 | 96 | 98 | 98 | 2 | 98 | . | 17 | 95 | 11
CCOc1cc(-c2noc(CCC(=O)N3CCOCC3)n2)ccc1OC | 98 | -31 | 100 | 98 | 98 | 9 | 105 | 12 | -25 | 101 | 8
O=C(NN=C1CCCC1)c1cc(-c2ccc(F)cc2)nc2ccccc12 | 98 | -4 | 101 | 100 | 107 | 12 | 102 | -12 | 7 | 102 | 11
N#Cc1nc(-c2ccc(OCc3ccccc3)cc2)oc1NCCCN1CCOCC1 | 99 | -28 | 102 | 102 | 99 | 17 | 104 | . | 8 | 101 | 16
C=CCc1cc(Cl)ccc1OCCNCCN1CCOCC1 | 99 | 40 | 100 | 99 | 98 | 7 | 100 | -3 | 16 | 98 | 10
Cc1nn(C(C)C(=O)NCc2ccccc2Cl)c(=O)c2c1sc1ccccc12 (stereo not given) | 98 | -27 | 100 | 102 | 101 | 10 | 102 | . | -12 | 101 | 41
CCOC(=O)c1c(-c2cccc3ccccc23)csc1NC(=O)C1C2CCC(O2)C1C(=O)O (stereo not given) | 98 | -1 | 98 | 98 | 100 | 15 | 100 | -1 | 22 | 97 | 18
CCO[C@@H]1OC(C(=O)N2CCOCC2)=C[C@H](C2CC2)[C@H]1CCCO | 96 | -12 | 98 | 94 | 94 | 5 | 96 | . | 30 | 98 | 17

An excerpt from above in order of count of non-hydrogen atoms, smallest number first:
SMILES | Rac1 mut GTP | Mcl1-Bid inh | HRas wt GTP bind | Cdc42 wt GTP | Rab7 wt modul | Avidin bead fluor | Rac1 wt modul | Pf gametocyte | Mcl1-Noxa inh | Rab2A wt mod | GSH fluor
O=C(/C=C/c1ccco1)N1CCN(c2ccccc2)CC1 | 104 | 1 | 102 | 101 | 97 | 15 | 105 | -6 | 35 | 101 | 12
CCO[C@@H]1OC(C(=O)N2CCOCC2)=C[C@H](C2CC2)[C@H]1CCCO | 96 | -12 | 98 | 94 | 94 | 5 | 96 | . | 30 | 98 | 17
O=C(NN=C1CCCC1)c1cc(-c2ccc(F)cc2)nc2ccccc12 | 98 | -4 | 101 | 100 | 107 | 12 | 102 | -12 | 7 | 102 | 11
O=C(Nc1cnn(Cc2ccc(F)cc2)c1)C(c1ccccc1)c1ccccc1 | 99 | 0 | 98 | 96 | 97 | 11 | 101 | -2 | 7 | 96 | 9
N#Cc1nc(-c2ccc(OCc3ccccc3)cc2)oc1NCCCN1CCOCC1 | 99 | -28 | 102 | 102 | 99 | 17 | 104 | . | 8 | 101 | 16

Molecules from the list above containing an NH in an aromatic ring (three):
SMILES | Rac1 mut GTP | Mcl1-Bid inh | HRas wt GTP bind | Cdc42 wt GTP | Rab7 wt modul | Avidin bead fluor | Rac1 wt modul | Pf gametocyte | Mcl1-Noxa inh | Rab2A wt mod | GSH fluor
N#Cc1cccc(NC(=O)NCCc2c[nH]c3ccccc23)c1 | 99 | -21 | 100 | 103 | 96 | 6 | 102 | . | 6 | 98 | 14
C=CCN(CC=C)Cc1c(C)[nH]c2c(C)c(C)ccc2c1=O | 94 | 26 | 99 | 98 | 103 | 11 | 97 | 23 | 12 | 101 | 14
CC(NC(=O)c1cccc(S(=O)(=O)N(C)C)c1)c1nc2ccccc2[nH]1 (stereo not given) | 97 | -20 | 98 | 98 | 100 | 11 | 104 | 21 | 10 | 97 | 11

Additional entries follow:
SMILES | Rac1 mut GTP | Mcl1-Bid inh | HRas wt GTP bind | Cdc42 wt GTP | Rab7 wt modul | Avidin bead fluor | Rac1 wt modul | Pf gametocyte | Mcl1-Noxa inh | Rab2A wt mod | GSH fluor
CC(C)c1nc(SCC(=O)Nc2ccc3c(c2)OCCO3)c2c(=O)n(C)c(=O)n(C)c2n1 | 96 | -13 | 95 | 94 | 97 | 10 | 103 | . | -3 | 94 | 21
COc1ccc(CNc2ncnc(N)n2)cc1 | 100 | -6 | 106 | 106 | 103 | 13 | 104 | . | 9 | 102 | 13
CCOC(=O)N1CCN(C(=O)c2cnsn2)CC1 | 95 | -10 | 99 | 98 | 97 | 16 | 93 | . | -10 | 98 | 13
O=C(Cc1ccccc1Cl)NCCCn1ccnc1 | 99 | -9 | 100 | 104 | 95 | 17 | 104 | . | 7 | 100 | 9
Cn1c(=O)n(C/C=C/c2ccccc2)c(=O)c2c1nc1n2CCCN1c1ccc(F)cc1 | 97 | -13 | 98 | 96 | 94 | 6 | 99 | . | -4 | 96 | 12
Cc1nnc(NC2(C(F)(F)F)C(=O)Nc3c2c(=O)n(C)c(=O)n3C)s1 (stereo not given) | 96 | -3 | 97 | 100 | 97 | 7 | 98 | 10 | -2 | 97 | 31
O=c1[nH]c(C(Cl)Cl)nc2sc3c(c12)CCN(Cc1ccccc1)C3 | 97 | 4 | 93 | 95 | 94 | 4 | 96 | -19 | 94* | 93 | 5
C[C@@H](C(=O)NCc1ccccn1)[C@H]1C[C@]1(C)[C@H](NC(=O)OCc1ccccc1)c1ccccc1 | 98 | -1 | 103 | 102 | 101 | 7 | 107 | -19 | 3 | 102 | 18
CCOC(=O)c1oc2cccc(O)c2c1CN1CCOCC1 | 98 | 1 | 99 | 99 | 96 | 2 | 99 | . | 1 | 97 | 31
COc1ccc(Oc2nc(-c3ccccn3)ncc2OC)cc1 | 97 | 6 | 97 | 97 | 96 | 7 | 98 | 20 | -15 | 97 | 12
COC(=O)c1sc(NC(=O)COc2ccc(C)cc2)nc1C | 99 | 15 | 99 | 106 | 100 | 11 | 111 | . | -9 | 100 | 50
COC(=O)c1cc(OC)c(OC)cc1NC(=S)Nc1cccc(C(C)=O)c1 | 97 | -40 | 98 | 99 | 100 | 24 | 99 | . | 18 | 97 | 10
COCCN1C=C(C(=O)OC)C(c2ccc(Cl)cc2)C(C(=O)OC)=C1 | 94 | -39 | 97 | 97 | 101 | 10 | 96 | . | -9 | 97 | 24
COc1ccc(C2C(C#N)=C(C)NC3=C2S(=O)(=O)c2ccccc23)cc1 (stereo not given) | 98 | -3 | 100 | 102 | 100 | 6 | 101 | . | 6 | 98 | 15
O=S(=O)(c1cccs1)N1CN(Cc2ccc(Cl)cc2)c2nc3ccccc3nc21 | 98 | 6 | 107 | 105 | 101 | 22 | 111 | . | 8 | 98 | 10
O=S(=O)(c1ccccc1Cl)N1CCCC1c1nc(-c2ccc(Cl)cc2)no1 (stereo not given) | 100 | 6 | 101 | 101 | 97 | 2 | 100 | . | 8 | 100 | 46
CN(N)c1nc(-c2ccccc2)nnc1C(F)(F)F | 97 | -14 | 103 | 99 | 104 | 13 | 107 | 14 | 7 | 100 | 39
COc1ccc2cc(C(=O)NCC(=O)O)sc(=O)c2c1OC | 103 | 7 | 104 | 105 | 102 | 11 | 104 | 18 | -13 | 107 | 16
COC(=O)C1=C(C)N(C)C(=O)NC1c1ccc([N+](=O)[O-])o1 (stereo not given) | 93 | -28 | 95 | 93 | 96 | 11 | 93 | . | 1 | 94 | 22
O=[N+]([O-])c1ccccc1CNc1ccc(F)c(Cl)c1 | 97 | -15 | 98 | 98 | 96 | 14 | 101 | 7 | 24 | 98 | 12
CN(C)c1ccc(/C=N/NC(=O)CNC(=O)c2ccc3c(c2)OCCO3)cc1 | 97 | -25 | 99 | 99 | 99 | 10 | 102 | -12 | 33 | 98 | 26
Cc1cc(C(=O)CSc2ccc(Cl)cc2)cc(C)c1OC(=S)N(C)C | 95 | -11 | 99 | 96 | 97 | 14 | 97 | . | -16 | 100 | 10
Cc1cc(C)n2nc(SCn3nnc4ccccc4c3=O)nc2n1 | 100 | -11 | 99 | 100 | 100 | 16 | 99 | 4 | 34 | 100 | 6
Cn1ccnc1SCC(=O)Nc1cccc(S(=O)(=O)N2CCCCCC2)c1 | 97 | -1 | 95 | 98 | 94 | 14 | 99 | 0 | 8 | 97 | 16
